High-throughput results from PubChem.
PfG6PD inh – PfG6PD enzyme inhibitors, primary screen, biochemical, fluorescence intensity, uHTS. glucose-6-phosphate dehydrogenase-6-phosphogluconolactonase (Plasmodium falciparum 3D7). PfGluPho enzyme, NADPH resazurin-diaphorase fluorescence. inhibition, % at 20 µM. 350,000 compounds, 0.78% hits;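 active means inhibition reaching at least a set limit at 20 µM in the primary screen, cut at about 59% in these data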;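 further: 0% = DMSO wells with substrate and 100% = DMSO wells lacking glucose-6-phosphate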
SENP7 inh – SENP7 protease inhibitors, primary screen, biochemical, luminescence, uHTS | recombinant SENP7, Z-RLRGG-aminoluciferin luminescence, 40 min | AID 434973, 2010 | inhibition, % at 5 µM | Sentrin-specific protease 7 (Homo sapiens), Q9BQF6 | 330,000 compounds, 1.5% hits;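 active means inhibition above about 50% at the single test dose, limit read from the data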;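 further: plate controls were DMSO with enzyme for no effect and no enzyme buffer wells for full effect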
beta cell repl – inducers of MIN6 beta-cell proliferation, primary screen, ATP luminescence, uHTS; proliferation, % at 10 µM; 330,000 compounds, 0.29% hits; MIN6 cells proliferation, ATPlite luminescence, 48 h; cells starved in 0.2% serum; 100% = growth in 10% serum;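 active means compounds whose signal lies at least 3.5 SD above the mean of all wells on their plate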;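 further: 0% = DMSO-treated cells in low-serum medium and 100% = 10% serum control; some compounds called inactive have numbers as strong as hits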
SENP8 block-1 – human SENP8 protease inhibitors, primary screen, biochemical, fluorescence, Nedd8 protein substrate, uHTS. AID 602440, 2012. Sentrin-specific protease 8 (Homo sapiens), Q96LD8. recombinant SENP8. 360,000 compounds, 0.64% hits. inhibition, % at 20 µM; in the data active means inhibition mostly above about 40%, no sharp cut-off; inactive means mostly below about 27%
HKDC1 inhibitor – HKDC1 hexokinase inhibitors, primary screen, biochemical, fluorescence, uHTS | Q2TB90 | recombinant HKDC1, G6PDH/diaphorase resazurin coupled fluorescence | inhibition, % at 20 µM | 340,000 compounds, 0.16% hits;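 active means inhibition above about 35% when tested at 20 µM, limit read from the data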;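 further: plate controls were DMSO wells with enzyme for no effect and DMSO wells lacking enzyme for full effect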
Target sequence (Q2TB90 whole entry, looked up): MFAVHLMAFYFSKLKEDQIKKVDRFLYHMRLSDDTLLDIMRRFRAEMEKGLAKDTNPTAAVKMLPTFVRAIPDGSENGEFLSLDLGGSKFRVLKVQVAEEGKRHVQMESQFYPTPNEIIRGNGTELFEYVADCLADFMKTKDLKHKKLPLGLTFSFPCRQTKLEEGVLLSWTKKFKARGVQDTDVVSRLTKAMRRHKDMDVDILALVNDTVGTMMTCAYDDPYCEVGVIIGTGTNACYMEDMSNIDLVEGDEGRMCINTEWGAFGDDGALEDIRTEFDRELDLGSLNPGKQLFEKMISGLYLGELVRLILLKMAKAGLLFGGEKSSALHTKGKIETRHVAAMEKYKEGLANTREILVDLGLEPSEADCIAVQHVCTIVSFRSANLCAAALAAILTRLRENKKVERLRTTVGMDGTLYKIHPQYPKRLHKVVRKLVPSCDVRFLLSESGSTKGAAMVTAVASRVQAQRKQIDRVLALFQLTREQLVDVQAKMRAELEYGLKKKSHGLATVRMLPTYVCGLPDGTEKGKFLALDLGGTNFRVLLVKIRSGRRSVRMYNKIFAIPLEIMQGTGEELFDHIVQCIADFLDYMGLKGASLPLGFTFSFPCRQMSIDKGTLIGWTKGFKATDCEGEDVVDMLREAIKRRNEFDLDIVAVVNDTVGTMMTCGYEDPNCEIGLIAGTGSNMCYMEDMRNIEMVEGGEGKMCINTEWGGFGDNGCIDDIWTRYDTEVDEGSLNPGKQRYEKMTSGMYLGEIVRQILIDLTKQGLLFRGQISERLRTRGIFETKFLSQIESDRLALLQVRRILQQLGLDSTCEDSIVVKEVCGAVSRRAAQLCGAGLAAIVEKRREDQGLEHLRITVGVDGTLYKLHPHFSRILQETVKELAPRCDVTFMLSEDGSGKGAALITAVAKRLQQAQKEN
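Material – in-house recombinant HK5 (HKDC1) enzyme · Quantity – HKDC1 at 5 µg/mL · Buffer or medium – pH 8.0 Tris buffer with 10 mM MgCl2 · Reagent – glucose with 1 mM ATP · Dosing – single 20 µM dose · Times – reaction time 90 min, room temperature, protected from light · Technique – resorufin fluorescence at 613 nm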
SENP6 inh – SENP6 protease inhibitors, primary screen, biochemical, luminescence, uHTS | inhibition, % at 10 µM | 330,000 compounds, 1.8% hits | Recombinant SENP6 catalytic domain, aminoluciferin luminescence | AID 2599, 2010;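 active means inhibition above about 50% at the single tested dose, limit read from the data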;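 further: plate controls were DMSO wells with enzyme for no effect and DMSO wells lacking enzyme for full effect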
UBC13 inh – UBC13 polyubiquitin chain formation inhibitors, primary screen, biochemical, TR-FRET, uHTS. Ubiquitin-conjugating enzyme E2 N (Homo sapiens), P61088. inhibition, % at 20 µM. 330,000 compounds, 0.47% hits. AID 485273, 2010; in the data active means inhibition above about 45%, passing the limit was not always enough
Target sequence (P61088 whole entry, looked up): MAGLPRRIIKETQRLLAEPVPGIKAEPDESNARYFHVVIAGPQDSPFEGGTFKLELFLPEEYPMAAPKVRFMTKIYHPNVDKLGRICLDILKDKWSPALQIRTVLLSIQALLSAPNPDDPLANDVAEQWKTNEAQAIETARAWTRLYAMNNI
SENP1 inh – human SENP1 catalytic domain inhibitors, primary screen, biochemical, FRET, uHTS; Sentrin-specific protease 1 (Homo sapiens), Q9P0U3; recombinant SENP1 catalytic domain, CyPet-SUMO1-YPet FRET cleavage; inhibition, % at 10 µM; 360,000 compounds, 0.21% hits;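 active means inhibition at least 30% at 10 µM, raw YFP signal under a set limit, fluorescence ratio 0.5 to 1.5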;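 further: 0% = enzyme with DMSO and 100% = no enzyme wells; some results filed as inactive read as strong as hits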
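Controls: no-enzyme wells low, DMSO-plus-enzyme wells high control. Test system: human recombinant His6-tagged SENP1 catalytic domain enzyme. Reagent: SFCypet-SUMO1-SFYpet FRET protein substrate, 25 nM final. Doses: one dose per compound, 10 µM, 0.5% DMSO. Detection: FRET, CFP and YFP emission. Timing: 50 min reaction at room temperature.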
SENP8 block-2 – SENP8 protease inhibitors, primary screen, biochemical, luminescence. Sentrin-specific protease 8 (Homo sapiens), Q96LD8. purified SENP8, Z-RLRGG-aminoluciferin cleavage. inhibition, % at 10 µM. 330,000 compounds, 1.2% hits. AID 2540, 2010; in the data active means inhibition above about 50%
* hit, by the source's call; · = not tested or not shown. The order is random. Share with any hit: about 4%.

SMILES | PfG6PD inh | SENP7 inh | beta cell repl | SENP8 block-1 | HKDC1 inhibitor | SENP6 inh | UBC13 inh | SENP1 inh | SENP8 block-2
CCOC(=O)Cn1nnnc1CN(Cc1ccc(OC)cc1)Cc1cc2cc(CC)ccc2[nH]c1=O | 5 | -13 | -1 | -41 | -5 | -16 | -6 | 1 | -9
CCC(C)(C)n1c(=O)[nH]c2c(c1=O)CCC2 | 5 | -7 | -1 | 9 | -4 | -15 | -10 | -1 | -9
O=C1CNC(=O)N1CC(O)Cn1c2ccccc2c2ccccc21 (stereo not drawn) | -4 | -2 | -1 | -7 | -10 | 0 | 4 | 3 | 5
CC(C)(C)C(=O)NNC(=O)COc1ccc2ccccc2c1Br | -18 | 12 | -1 | 18 | 1 | -7 | -5 | 0 | -2
CCCCCOC(=O)Cn1c(=O)oc2ccccc21 | -5 | 4 | -1 | 3 | -4 | -10 | 5 | 2 | -4
COc1ccc([C@H]2CC(=O)C=C(c3ccc(C)c(F)c3)C2)cc1 | 11 | 6 | -1 | 11 | 0 | -10 | 14 | 2 | 0
CCc1ccc(NC(=O)NNC(=O)c2cc3ccccc3cc2O)cc1 | -8 | 2 | -1 | -44 | -12 | -6 | 9 | 13 | 0
O=C1C(=O)N(CCN2CCOCC2)C(c2ccccn2)/C1=C(/O)c1ccccc1 (stereo not drawn) | 21 | 6 | -2 | 9 | 1 | -11 | -15 | -62 | -3
CCn1c(=O)c(C(=O)NNS(=O)(=O)c2ccc(Br)cc2)c(O)c2ccccc21 | -1 | 6 | -5 | -19 | -10 | 5 | -5 | 1 | -1
CC(C)N(C(=O)C[n+]1ccc(/C=N/O)cc1)C(C)C | -16 | -4 | 2 | 12 | -8 | 4 | 1 | -1 | -7
CC(Sc1ccccn1)C(=O)Nc1ccc(S(N)(=O)=O)cc1 (stereo not drawn) | 4 | 3 | -3 | 8 | 17 | 4 | 7 | 1 | 9
CN(CC(=O)Nc1ccccc1C(F)(F)F)C(=O)COc1ncnc2sccc12 | 10 | -9 | 0 | -26 | -2 | -34 | -9 | -46 | -14
O=C(CNS(=O)(=O)c1ccccc1F)OCC(=O)c1c[nH]c2ccccc12 | 7 | 7 | 0 | 1 | 0 | -4 | 19 | -2 | 3
O=C(CCNC(=O)c1ccc(Br)cc1)Nc1ccc(S(=O)(=O)N2CCOCC2)cc1 | 5 | -12 | -2 | 9 | -4 | -13 | 12 | 0 | -17
Nc1nc(NCCCN2CCOCC2)nc(Nc2ccc(F)cc2)c1[N+](=O)[O-] | 10 | -5 | 0 | 20 | -6 | -9 | -4 | 4 | -4
O=[N+]([O-])c1ccc(S(=O)(=O)NCC2CCCO2)cc1 (stereo not drawn) | 3 | 6 | -2 | 15 | 11 | 1 | -9 | 2 | 4
O=C(CC1C(=O)NC2CCCCC2N1C(=O)c1ccc(F)cc1)Nc1ccccc1 (stereo not drawn) | -11 | 1 | -1 | 2 | 7 | -14 | 1 | 0 | 3
Cc1sc2nc(CN(CCc3ccccc3)C(=O)c3ccco3)[nH]c(=O)c2c1C | -16 | 1 | 2 | · | 5 | -11 | 5 | · | -3
NC(=O)CSc1n[nH]c(-c2ccco2)n1 | 0 | 2 | -2 | 22 | -5 | -18 | 0 | 2 | -9
COc1cccc(C(=O)OC(C)C(=O)NCC2CCCCC2)c1 (stereo not drawn) | -4 | 1 | 3 | 18 | -1 | 0 | 11 | 2 | -8
CCOC(=O)c1sc(NC(=O)c2ccc(C)s2)cc1C | 18 | 73* | 0 | -323 | 6 | 43 | 13 | 2 | 20
COc1ccc(CC(NC(C)=O)C(=O)NC2CCN(C(=O)Nc3ccccc3C)CC2)cc1OC (stereo not drawn) | -4 | -4 | -3 | 7 | -6 | 5 | 4 | 2 | 5
Cc1ccc(OCCn2c(=O)oc3ccc(C)cc32)cc1 | 2 | -6 | 0 | 14 | 0 | -23 | -2 | 2 | -1
CCCCCN(C(=O)NC(=O)Nc1ccccc1C)S(=O)(=O)c1ccccc1 | -2 | 10 | -3 | 12 | 2 | 10 | -2 | -2 | 1
O=C(CSc1nnc(-c2ccncc2)n1-c1ccccc1)NCC1CCCO1 (stereo not drawn) | -3 | -9 | 6 | 8 | -4 | -6 | -4 | 1 | -7
COc1ccc(CCN(Cc2cc3cccc(C)c3[nH]c2=O)C(=O)NC2CCCCC2)cc1OC | -7 | 1 | 1 | -18 | -3 | -11 | -2 | 0 | -2
Oc1c(N=NC(=S)Nc2ccccc2F)c2ccccc2n1Cc1ccccc1Cl | -6 | 1 | -6 | 18 | -5 | -13 | -38 | 6 | 2
O=C(O)c1cccc(NC(=S)N/N=C/c2ccccc2OCc2cccc(Br)c2)c1 | -28 | · | · | -68 | 7 | · | · | -1 | ·
CC/C(C)=N/Nc1nc2c(c(=O)[nH]c(=O)n2C)n1Cc1ccccc1 | 9 | -3 | -5 | -1 | 4 | -1 | -3 | 3 | 12
COc1ccc(C(=O)[C@H]2[C@H]3C(=O)N(c4ccc(OC(C)=O)cc4)C(=O)[C@H]3C3C=CC=NN32)cc1 (stereo partly drawn) | 1 | 8 | -2 | -9 | 0 | -7 | -18 | -8 | -3

Ordered by formula weight (highest first): part of the list above.
SMILES | PfG6PD inh | SENP7 inh | beta cell repl | SENP8 block-1 | HKDC1 inhibitor | SENP6 inh | UBC13 inh | SENP1 inh | SENP8 block-2
O=C(O)c1cccc(NC(=S)N/N=C/c2ccccc2OCc2cccc(Br)c2)c1 | -28 | · | · | -68 | 7 | · | · | -1 | ·
Cc1sc2nc(CN(CCc3ccccc3)C(=O)c3ccco3)[nH]c(=O)c2c1C | -16 | 1 | 2 | · | 5 | -11 | 5 | · | -3
O=C(CSc1nnc(-c2ccncc2)n1-c1ccccc1)NCC1CCCO1 (stereo not drawn) | -3 | -9 | 6 | 8 | -4 | -6 | -4 | 1 | -7
CCOC(=O)c1sc(NC(=O)c2ccc(C)s2)cc1C | 18 | 73* | 0 | -323 | 6 | 43 | 13 | 2 | 20
Cc1ccc(OCCn2c(=O)oc3ccc(C)cc32)cc1 | 2 | -6 | 0 | 14 | 0 | -23 | -2 | 2 | -1

New compounds follow:
SMILES | PfG6PD inh | SENP7 inh | beta cell repl | SENP8 block-1 | HKDC1 inhibitor | SENP6 inh | UBC13 inh | SENP1 inh | SENP8 block-2
CCOC(=O)c1cc(CC)sc1NC(=O)c1cc([N+](=O)[O-])ccc1N1CCOCC1 | 18 | 8 | -6 | 12 | 4 | -18 | -6 | 1 | -1
Cc1cc(S(=O)(=O)NCc2ccccc2)ccc1OCC(=O)NCc1cccnc1 | -9 | -1 | 4 | -6 | -7 | -4 | 3 | 2 | 6
C/C(Cl)=C/Cc1c(C)[nH]c2ccc(C)cc2c1=O | 4 | 19 | 0 | 23 | 6 | -1 | 1 | 1 | 2
CCC1(C)Cc2ccccc2-c2nc(NCCCO)n(C)c(=O)c21 (stereo not drawn) | 7 | 11 | 1 | -459 | 0 | -15 | 10 | 4 | -16
Cc1ccc(C(=O)C[n+]2cc(-c3ccc(C)cc3)n3c2CCCCC3)cc1 | 2 | -14 | -6 | 10 | -9 | 14 | -1 | 3 | -8
CCOC(=O)c1ccccc1NC(=O)CN1C(=O)CCS(=O)(=O)c2ccccc21 | -8 | · | · | -9 | -9 | · | · | 0 | ·
OCC1CCN(Cc2cn(Cc3ccccc3)nc2-c2cc3ccccc3o2)CC1 | 7 | 3 | -4 | -1 | -3 | 2 | 2 | -4 | 0
Cc1nn(C)c(C(=O)N/N=C/c2ccc(Br)cc2)c1Cl | 9 | -3 | -1 | 19 | -4 | -18 | -8 | 3 | -18
COC(=O)[C@@H](NC(=O)N(C1CCCCC1)C1CCCCC1)C(C)C | -5 | -8 | 1 | 12 | -11 | -14 | 11 | 0 | 8
CC(=O)Nc1ccc(NC(=O)c2c([N+](=O)[O-])cnn2C)cc1 | -9 | 4 | -2 | 23 | 2 | 9 | -4 | 1 | -2
CCOC(=O)c1nnn2c1nc(N1CCOCC1)c1ccccc12 | -12 | 0 | 0 | 0 | 2 | 11 | 2 | 1 | -2
C/C(CCc1ccc2c(c1)OCO2)=N\N=C1\NC(=O)CC(C(=O)Nc2ccc(Cl)cc2)S1 (stereo not drawn) | -3 | 5 | 1 | 21 | -9 | -1 | 12 | 2 | -5
O=C(O)CSc1ccccn1 | -17 | 5 | 2 | 12 | -5 | -19 | -1 | 2 | -1
CO[C@@]1(NC(=O)Cc2cccs2)C(=O)N2C(C(=O)O)=C(COC(N)=O)CS[C@@H]21 | -6 | 10 | -4 | -23 | -3 | 4 | -15 | -15 | -4
COc1cc(S(=O)(=O)Nc2ccc3cn[nH]c3c2)ccc1Cl | -16 | -2 | -2 | 9 | -2 | 5 | 7 | 0 | 4
O=C(Nc1cc(Cl)cc(Cl)c1)C1CCC(=O)N1Cc1ccccc1Cl (stereo not drawn) | 7 | 10 | -4 | 15 | -7 | 3 | 4 | 5 | -10
COc1cc(/C=C(\C#N)C(=O)NCc2cccs2)ccc1O | -12 | 5 | -2 | -53 | 5 | -4 | -20 | -40 | -1
CC(=O)Nc1ccc(NC(=O)c2ccc(C)c(S(=O)(=O)Nc3cccc(C)c3)c2)cc1 | -6 | 3 | 2 | 5 | -3 | 9 | 6 | 0 | 1
NS(=O)(=O)c1ccc(CNC(=O)c2cc(=O)c3ccccc3o2)cc1 | -2 | -2 | -3 | 22 | -3 | 5 | 8 | 0 | 10
CC(C)(C)c1nc(SCC(=O)NC2CCCC2)c2ccccc2n1 | -26 | -9 | 4 | 21 | 3 | -16 | 19 | 1 | -2
CC1CCN(c2ccc(S(=O)(=O)N3CCC(C)CC3)cc2N)CC1 | -6 | -1 | -1 | -34 | 2 | 11 | 9 | 0 | 2
CC(=O)Nc1ccc(NC(=O)CSc2nnc(-c3ccco3)n2Cc2ccco2)cc1 | 7 | -1 | 0 | 24 | 16 | -4 | -11 | 2 | -2
Nc1nonc1N1CCCCC1 | 1 | 2 | 0 | 15 | -2 | -5 | 5 | 0 | 2
COc1ccc(N2CCN(C(=O)c3cc(=O)c4ccc(C)cc4o3)CC2)cc1 | 5 | -6 | -5 | 18 | 3 | -6 | -8 | 1 | -1
Cc1ccc(-c2nc(CCN3C(=O)c4ccccc4C3=O)cs2)cc1 | 19 | -9 | 1 | 12 | -4 | -4 | -8 | 2 | -16
CC(=O)Nc1ccc(Nc2nc3ccccc3nc2NS(=O)(=O)c2ccc(Cl)c([N+](=O)[O-])c2)cc1 | -17 | · | · | 19 | 6 | · | · | -24 | ·
Cc1ccccc1-c1nc2sc3c(c2c(=O)o1)CCC3 | -10 | 79* | 3 | -54 | -4 | 88* | -2 | -28 | 83*
